CCR6 antagonist = CCR6 receptor antagonists, primary screen, cell-based, CHO-K1, luminescence, beta-arrestin, uHTS | C-C chemokine receptor type 6 (Homo sapiens), P51684 | CHO-K1 CCR6 PathHunter beta-arrestin, CCL20-stimulated | inhibition, % at 20 µM | 0.49% of 340,000 active | AID 493098, 2011;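 active means compounds whose inhibition of the agonist-driven luminescence signal at 20 µM reaches about 50%, limit read from the data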;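 further: cells stimulated with CCL20 at 14 nM final; plate controls were DMSO with CCL20 for no effect and DMSO without agonist for full effect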
tim23-1 inh = growth inhibitors of tim23-1 mutant yeast, primary screen, luminescence, uHTS; S. cerevisiae tim23-1 growth, BacTiter-Glo luminescence, 24 h; inhibition, % at 20 µM; 1.3% of 330,000 active; AID 463212, 2010;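 active means growth inhibition of the mutant yeast at or above 50%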;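 further: temperature-sensitive mutant grown at 25 °C; plate controls were DMSO-treated mutant yeast for no effect and medium wells lacking yeast for full effect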
APJ antag = antagonists of human apelin receptor APJ, primary screen, CHO-K1 cells, beta-arrestin complementation, luminescence | P35414 | inhibition, % at 20 µM | 0.32% of 330,000 active | AID 2521, 2010;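 active means inhibition above about 40% at 20 µM, limit read from the data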;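 further: cells challenged with 10 nM apelin-13 agonist together with compound; plate controls were apelin-13 plus DMSO wells for no effect and DMSO wells lacking apelin-13 for full effect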
UPR CHOP act = activators of apoptotic CHOP UPR arm, primary screen, cell-based, CHO-CHOP luciferase reporter, luminescence, uHTS | UPR activation; percent of tunicamycin response over DMSO baseline | activation, % at 10 µM | AID 449763, 2010 | 0.34% of 330,000 active;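 active means at 10 µM dose, activation of 40% or more, normalized to positive control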;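 further: 100% = tunicamycin at 10 µg/mL and 0% = DMSO alone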
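Material: CHO-CHOP cells, stable luciferase reporter of PERK-eIF2a-CHOP signalling; quantity: 500 reporter cells seeded per well; buffer or medium: F12 medium containing 10% fetal bovine serum; compound: one dose, 10 µM in 0.5% DMSO; incubation: 6 h compound treatment, 37 °C; measured by: Steady-Glo luciferase luminescence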
XBP1 UPR activ = activators of adaptive XBP1 UPR arm, primary screen, cell-based, CHO-XBP1 luciferase reporter, luminescence, uHTS; IRE1-XBP1 UPR activation; percent of tunicamycin response, DMSO as zero; activation, % at 20 µM; 0.33% of 330,000 active; AID 463104, 2010;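 active means versus positive control, 20 µM dose yields 30% or more activation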;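 further: 100% = tunicamycin at 10 µg/mL and 0% = DMSO only wells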
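Material: CHO cell line with stable XBP1 luciferase reporter; schedule: 16-18 h cell attachment at 37 °C, then 6 h compound exposure; signal: glow luminescence from Steady-Glo reagent; medium: serum-containing F12 medium, 10% FBS; benchmarks: tunicamycin 10 µg/mL and vehicle-only wells; read-out: percent activation relative to tunicamycin reference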
CXCR6 block = CXCR6 receptor inhibitors, primary screen, cell-based, beta-arrestin, luminescence, CHO-K1 PathHunter, 1536-well. C-X-C chemokine receptor type 6 (Homo sapiens), O00574. inhibition, % at 20 µM. 0.36% of 360,000 active. AID 602244, 2012; in the data active means inhibition above about 34%, passing the limit was not always enough;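 further: antagonist mode with CXCL16 agonist at 10 nM final; 0% = 10 nM CXCL16 with DMSO and 100% = unstimulated wells without agonist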
APJ agonist = agonists of human apelin receptor APJ, primary screen, CHO-K1 cells, PathHunter beta-arrestin, luminescence; 0.11% of 330,000 active; P35414; 0% DMSO wells, 100% apelin; activation, % at 20 µM;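 active means activation more than six SD over the plate average, tested at 20 µM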;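 further: 0% = DMSO alone and 100% = apelin-13 at 10 nM; some results filed as inactive read as strong as hits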
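Incubation: overnight seeding, 90 min compound at 25 °C, 1 h detection; test system: PathHunter CHO-K1 APJ (AGTRL-1) beta-arrestin reporter cells; amount: 1000 cells/well; doses: one dose, 20 µM compound, 1% DMSO; measured by: beta-gal luminescence; measure: agonist-driven arrestin binding to APJ; benchmarks: negative DMSO alone, positive Apelin-13 at 10 nM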
EBI2 block = EBI2 receptor antagonists, beta-arrestin recruitment, primary screen, cell-based, luminescence, 7a,25-OHC stimulation, uHTS. G-protein coupled receptor 183 (Homo sapiens), P32249. 7a,25-OHC stimulated. inhibition, % at 5 µM. 0.81% of 360,000 active; in the data active means inhibition above about 38%;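 further: enzyme fragment complementation signal reports receptor beta-arrestin coupling in cells; 0% = agonist plus DMSO wells and 100% = wells without agonist; some results beyond the cut were filed as inactive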
Mdm2-MdmX inh = inhibitors of human Mdm2-MdmX association, primary screen, cell-based, luminescence, split luciferase, SaOS-2, uHTS | Protein Mdm4 (Homo sapiens) + E3 ubiquitin-protein ligase Mdm2 (Homo sapiens), … | SaOS-2 split-luciferase Mdm2/MdmX complementation | inhibition, % at 8 µM | 3% of 330,000 active | AID 485346, 2010;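 active means inhibition of at least 50% at 8 µM in the primary screen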
Target sequence (O15151 whole entry, looked up): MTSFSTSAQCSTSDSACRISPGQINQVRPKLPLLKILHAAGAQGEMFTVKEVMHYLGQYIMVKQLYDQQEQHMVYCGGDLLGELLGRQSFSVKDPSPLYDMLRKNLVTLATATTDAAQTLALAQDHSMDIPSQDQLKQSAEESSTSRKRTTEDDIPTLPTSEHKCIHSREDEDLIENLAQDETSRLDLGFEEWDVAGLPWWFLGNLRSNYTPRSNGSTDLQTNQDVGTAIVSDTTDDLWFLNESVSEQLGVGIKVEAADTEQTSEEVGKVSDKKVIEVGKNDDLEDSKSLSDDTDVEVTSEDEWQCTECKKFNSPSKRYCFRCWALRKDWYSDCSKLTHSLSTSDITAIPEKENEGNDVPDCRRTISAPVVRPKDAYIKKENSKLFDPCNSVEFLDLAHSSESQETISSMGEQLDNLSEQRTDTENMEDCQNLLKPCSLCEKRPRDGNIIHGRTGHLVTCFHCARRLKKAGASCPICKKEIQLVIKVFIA
Target sequence (Q00987 whole entry, looked up): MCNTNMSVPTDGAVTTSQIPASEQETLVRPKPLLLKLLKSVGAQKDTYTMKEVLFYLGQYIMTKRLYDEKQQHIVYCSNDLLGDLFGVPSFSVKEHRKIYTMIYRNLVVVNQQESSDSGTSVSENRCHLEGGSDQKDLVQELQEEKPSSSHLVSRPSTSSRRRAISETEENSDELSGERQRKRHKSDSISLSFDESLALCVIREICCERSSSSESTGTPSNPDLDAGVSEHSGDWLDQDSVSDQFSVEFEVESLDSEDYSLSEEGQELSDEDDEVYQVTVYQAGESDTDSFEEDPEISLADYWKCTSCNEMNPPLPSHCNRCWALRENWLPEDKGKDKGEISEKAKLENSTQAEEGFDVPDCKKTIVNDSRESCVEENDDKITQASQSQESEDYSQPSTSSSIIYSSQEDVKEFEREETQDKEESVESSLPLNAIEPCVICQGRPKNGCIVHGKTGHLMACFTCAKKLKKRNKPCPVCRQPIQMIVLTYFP
An asterisk follows results filed as active. Not all compounds are listed; count on the stated rates, not on these rows.

item	SMILES	CCR6 antagonist	tim23-1 inh	APJ antag	UPR CHOP act	XBP1 UPR activ	CXCR6 block	APJ agonist	EBI2 block	Mdm2-MdmX inh
1	O=C(Cn1nc(C(F)(F)F)c2c1CCC2)NCc1ccc(Cl)cc1	-3	-9	16	-1.5	-2	4	-1	2	22
2	O/N=C/c1nc2cc(Cl)ccc2o1	4	-4	-8	-0.8	-2	8	-2	-8	-2
3	COc1ccc(NS(=O)(=O)c2ccc(C)c(NC(=O)CNC(=O)c3ccco3)c2)cc1	7	-15	2	0.6	-4	-1	-4	-20	-2
4	Cc1ccc(N2CC(C(=O)Nc3ccc(S(=O)(=O)N4CCOCC4)cc3)CC2=O)cc1 (stereo unspecified)	17	25	-8	-1.1	2	-13	10	36	0
5	Cc1nnc(N(Cc2ccco2)C(=O)c2ccc(C#N)cc2)s1	-9	20	5	-2.5	-1	-5	0	-9	2
6	CCC1CCC(C(=O)NC(C(=O)NCCc2ccc(S(N)(=O)=O)cc2)C(C)C)CC1 (stereo unspecified)	-14	0	0	0.3	-3	3	-3	-12	15
7	CC(C)(c1cc(Br)c(O)c(Br)c1)c1cc(Br)c(O)c(Br)c1	9	4	-16	1.3	-1	8	-3	7	33
8	Cc1cc2cc(C(c3nnnn3Cc3ccccc3)N3CCc4ccccc43)c(=O)[nH]c2cc1C (stereo unspecified)	-4	23	-15	-0.2	-1	-10	0	5	-6
9	CC1CCCCN1C(=S)Nc1ccc(OC(F)F)cc1 (stereo unspecified)	-3	14	-9	-2.6	-6	14	-1	50*	27
10	Cc1cc(S(=O)(=O)N(Cc2ccccn2)Cc2ccco2)ccc1-n1cnnn1	5	-6	-12	1.1	0	-1	-1	-1	-8
11	CC(C)(C)n1nc2c(c1NC(=O)COc1ccc(Cl)cc1)CSC2	-3	33	13	1.5	0	-2	2	10	-37
12	CC/C(=N\NC(N)=O)c1ccc(OC)c(OC)c1	1	-6	11	-1.6	2	-4	-7	-10	35
13	COc1ccc(CCNC(=O)c2ccccc2NC(=O)C2=C(C)OCCS2)c(OC)c1	1	34	23	2.1	-9	-1	0	7	18
14	COc1ccccc1/C=C/C=N/n1c(-c2cc(C)[nH]n2)n[nH]c1=S	24	0	5	1.5	0	-11	-2	-14	16
15	Cc1cccc(N2CCN(C(=O)c3ccc4c(c3)NC(=O)C(CSCc3cccc(F)c3)N4)CC2C)c1 (stereo unspecified)	19	-1	16	0.7	0	-7	-2	-10	-7
16	CN(NC(=O)Nc1ccc(Cl)cc1)c1ncc(C(F)(F)F)cc1Cl	-15	17	5	1.1	1	-3	0	3	23
17	O=C(/C=C/c1ccc(F)cc1)NC(=S)Nc1ccccc1	-4	26	-62	2.0	-2	-12	4	-2	-5
18	COc1ccc(CNC(=O)c2ccccc2SCC(=O)NCc2ccco2)cc1	8	10	12	0.4	-4	-12	-2	-3	-10
19	COc1cc(/C=N/Nc2ccc([N+](=O)[O-])cn2)cc(OC)c1O	14	-6	-17	6.0	0	14	1	-6	29
20	Cc1ccc(C2CC(=O)NC(SCC(=O)OCc3ccccc3)=C2C#N)o1 (stereo unspecified)	-5	59*	8	-4.0	1	-15	-8	3	58*
21	N#Cc1ccccc1OCC(=O)N(Cc1nnc(-c2ccccc2Cl)o1)C1CC1	1	5	14	0.8	2	0	-6	0	3
22	COC(=O)CCCCCC(CCC(=O)OC)NC(C)=O (stereo unspecified)	-1	-12	13	-2.0	-1	5	-4	-5	15
23	CCCCNc1nc(=S)n(-c2ccccc2)c(C)c1C(C)=O	15	4	-8	1.1	3	4	2	-4	-1
24	CC(C)CNS(=O)(=O)c1ccc2c(c1)OCCO2	3	23	-8	-1.9	1	1	-3	-3	1
25	CCCCn1c(-c2ccsc2)nc2c1c(=O)[nH]c(=O)n2CCC	5	-3	2	-0.8	5	10	-7	2	23

Other compounds follow:
item	SMILES	CCR6 antagonist	tim23-1 inh	APJ antag	UPR CHOP act	XBP1 UPR activ	CXCR6 block	APJ agonist	EBI2 block	Mdm2-MdmX inh
26	CC(C)n1c(C(F)(F)F)nc2cc(C(=O)N3CCOCC3)ccc21	3	-1	-11	1.4	-3	-4	-4	-6	-12
27	O=C(CCCC(=O)OCC(Cl)=C(Cl)Cl)Nc1cccc(F)c1	3	38	-14	-1.6	-1	-8	-6	0	1
28	Cn1c(C(=O)N2CCC(C(=O)NCc3ccccc3)CC2)cc2sccc21	18	1	23	1.7	-4	-4	-3	9	20
29	N#CC1=C(N)Oc2cc(O)c(Cl)cc2C1c1cccnc1 (stereo unspecified)	-15	-3	0	1.4	-7	-3	3	0	14
30	CC(C)(C)C1CCc2c(C(=O)N/N=C/c3cccs3)csc2C1 (stereo unspecified)	16	37	6	3.2	8	-6	-4	15	-66
31	CCc1ccc(N2C(=O)C3CCCN3C2=S)cc1 (stereo unspecified)	11	14	5	-0.5	-1	-11	0	-6	9
32	CCOc1ccc(S(=O)(=O)N2CCCC(C(=O)N3CCCC3)C2)cc1 (stereo unspecified)	-3	13	7	0.9	-3	7	-6	-3	6
33	Brc1ccc(CNCCCSc2ncccn2)cc1	3	14	10	-0.2	-1	5	-3	9	5
34	COc1ccc(C(C)NC(=O)Cc2cccs2)cc1OC (stereo unspecified)	-1	12	-29	0.9	-4	-11	-2	5	-9
35	CCOC(=O)/C(C#N)=C1\C=CN(C)C(C)=N1	-16	4	3	0.9	3	4	-2	-11	11
36	O=C(NCCC1=CCCCC1)c1cnc2n(c1=O)CCS2	8	14	-9	2.5	2	-4	0	0	7
37	Cc1csc(CN(C)C(=O)CC2C(=O)NCCN2Cc2ccc(F)c(F)c2)n1 (stereo unspecified)	8	-11	13	-0.5	-2	-17	-4	-9	-1
38	COc1ccc(C(=O)Nn2c(CCC(=O)O)ccc2-c2ccc(C)cc2)cc1OC	-4	-11	2	-1.0	-3	1	-3	-6	-3
39	CCOC(=O)c1ccc(S(=O)(=O)Nc2cc(S(=O)(=O)N3CCOCC3)ccc2O)cc1	-7	-1	13	-0.1	-3	-5	-4	6	5
40	N/C(COc1ccc(Cl)cc1)=N\NS(=O)(=O)c1ccccc1	8	3	1	-1.2	-1	-7	-1	-3	-22
41	O=C(OCc1c(F)cccc1Cl)c1cccc(S(=O)(=O)N2CCOCC2)c1	8	38	16	-1.2	0	-4	-4	4	-3
42	COc1ccc(C(=O)N2CCOC2CNC(=O)C(=O)NCc2ccccc2Cl)cc1 (stereo unspecified)	2	10	14	-1.5	-3	-4	-1	5	20
43	NS(=O)(=O)c1cccc(NC(=O)c2ccc(NS(=O)(=O)c3cccc([N+](=O)[O-])c3)cc2)c1	-2	-11	8	-1.8	-3	0	-8	-7	20
44	COc1ccc(N/C(N)=N/c2nc(CSc3ccc(Cl)cc3)cc(=O)[nH]2)cc1	7	-10	0	1.2	1	-1	-4	31	20
45	Cc1ccc(C)c2nc(N3CCCC3)c(C#N)cc12	10	20	18	0.3	2	-10	-3	2	20
46	Cc1ccc(C(=O)Nc2ccc3c(c2)CCC3)o1	-1	17	2	2.5	3	6	-1	-2	-131
47	COc1ccc(/C=C/c2nnc(NC(=O)COc3ccccc3)s2)cc1	8	-18	-4	7.1	1	0	0	7	-29
48	COc1ccc(/C(O)=C/c2nc3ccc(C(=O)NCCc4cccc(C)c4)cc3[nH]c2=O)cc1OC	13	11	-1	-0.3	-5	-2	-3	-11	4
49	C[C@@H]1CCCCCCCCC(=O)OCCN[C@H](C)CCCCCCCCC(=O)OCCN[C@H](C)CCCCCCCCC(=O)OCCN1	9	-129	15	3.4	2	5	-2	-9	-5
50	CN(Cc1ccccc1)C(=O)COC(=O)COc1ccc(Cl)cc1	3	7	2	-0.6	1	-4	2	2	-2

Results in UPR CHOP act, Mdm2-MdmX inh and EBI2 block, for some of the entries so far:
item | SMILES | UPR CHOP act | Mdm2-MdmX inh | EBI2 block
46 | Cc1ccc(C(=O)Nc2ccc3c(c2)CCC3)o1 | 2.5 | -131 | -2
45 | Cc1ccc(C)c2nc(N3CCCC3)c(C#N)cc12 | 0.3 | 20 | 2

Continuation.
item	SMILES	CCR6 antagonist	tim23-1 inh	APJ antag	UPR CHOP act	XBP1 UPR activ	CXCR6 block	APJ agonist	EBI2 block	Mdm2-MdmX inh
51	COc1ccc(-n2c(SCC(=O)Nc3ccc(C)cc3)nc(O)c(Cc3ccccc3)c2=O)cc1	9	-6	-12	0.0	-5	6	4	-4	13
52	N#Cc1ccc(C(=O)N2CCN(S(=O)(=O)c3ccc(Br)s3)CC2)cc1	1	13	-5	0.2	1	-12	-3	66*	2
53	COc1ccc(C(CC(=O)O)NC(=O)COc2ccc(C)cc2)cc1OC (stereo unspecified)	-1	9	-5	0.1	-3	-4	-1	0	-26
54	COc1ccc2[nH]c(C(=O)NCc3ccc4c(c3)OCO4)cc2c1	13	6	-11	2.2	2	-2	-2	13	-2
55	NC(=O)C1Cc2ccccc2CN1S(=O)(=O)c1ccc(Cl)s1 (stereo unspecified)	4	9	5	-0.9	0	-19	1	-1	19
56	CCOC(=O)C1(CCCc2ccccc2)CCN(C(=O)CCn2cnnn2)CC1	0	13	18	1.2	3	-9	-2	0	1
57	COc1ccc(Cn2ccnc2SCC(=O)Nc2cccc(NC(C)=O)c2)cc1	6	3	13	0.8	1	-7	0	-3	-9
58	CCOc1ccc2oc(C(=O)NNC(=O)c3ccccc3O)c(C)c2c1	0	-16	-44	-0.2	0	-7	5	1	35
59	COc1ccc(NC(=O)CSc2nc(N)c3cc4c(nc3n2)CCCC4)cc1	8	11	5	2.0	5	-3	-2	-8	-11
60	CC(=O)Nc1ccc(S(=O)(=O)N(Cc2ccco2)CC2CCCO2)cc1 (stereo unspecified)	6	27	-27	0.6	-2	-4	2	1	8
61	O=S(=O)(c1ccccc1)N1CCC(Oc2ccc(-n3cnnn3)cc2)CC1	4	24	-13	0.3	-4	-7	10	-1	17
62	COC(=O)c1cn(NC(=O)Cc2ccccc2Br)c(=O)c2ccccc12	5	18	0	-1.1	-3	7	-1	8	-11
63	CCC(C)c1ccccc1N1CC(C(=O)NCCCn2nc(C)cc2C)CC1=O (stereo unspecified)	-1	13	8	1.1	-1	-12	-5	-6	14
64	COc1cccc(CNc2ccc(N3CCC(C)CC3)cc2)c1OC	0	13	-16	1.9	-1	-8	7	9	19
65	CCOC(=O)c1oc2cc(OC(C)=O)ccc2c(=O)c1-c1ccc(OC)c(OC)c1	2	0	5	0.3	0	-1	0	-11	15
